Source: PubChem (several laboratories)
SR-BI DiI-HDL act: enhances SR-BI lipid uptake from DiI-HDL; CHO ldlA[mSR-BI] cells, DiI-HDL uptake fluorescence, 3 h; 100 = double the neutral-control signal; activation, % at 12.5 µM; 320,000 tested, 0.096% active; AID 504775;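 active means mean replicate activation of at least 60% and every replicate at or above 60%; inconclusive means mean or all-replicate condition met, but not both; inactive means mean below 60% and not all replicates reaching 60%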;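 further: 0% = median plate neutral-control signal and 100% = twice that signal; values of inactives mirror those of a sister screen read the other way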
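Test system: SR-BI-overexpressing, LDLR-lacking CHO cells. Measured by: DiI fluorescence, bottom read. Medium: Ham's F12 with 0.5% BSA, HEPES 25 mM, pH 7.4. Timing: 3 h uptake period with compound, 37 °C.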
PvdQ acylase: P. aeruginosa PvdQ acylase inhibition; purified PvdQ acylase, fluorescence plate reader; inhibition, % at 10 µM; 340,000 tested, 0.063% active; AID 488965; in the data active means inhibition above about 30%, passing the limit was not always enough; inconclusive means no clear call, values can overlap the other calls;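 further: 0% = vehicle neutral wells and 100% = reference inhibitor wells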
NSD2 HMT inh: inhibitors of human histone methyltransferase NSD2; O96028; 310,000 tested, 0.54% active; inhibition, % at 12.5 µM; NSD2 peptide methylation, AlphaScreen, 120 min; in the data active means inhibition above about 50%
DAGLB inh: diacylglycerol lipase beta (human) inhibition. Q8NCG7. 340,000 tested, 0.059% active. HEK293T DAGLB membrane lysate, EnzChek fluorogenic substrate. inhibition, % at 5.17 µM; in the data active means inhibition above about 34%;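 further: 0% = enzyme with vehicle and 100% = wells lacking enzyme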
Arr AP2 block: inhibitors of human beta-arrestin and AP2 interaction. inhibition, % at 10 µM. AID 504490. 340,000 tested, 0.31% active. FITC-arrestin peptide / GST-AP2 beads, flow cytometry; AP2 beta2 appendage carries R879A mutation;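 active means inhibition above a set limit, near 3 SD of compounds lacking own fluorescence, cut at about 54% in these data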;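 further: plate controls were DMSO wells for no effect and 5 µM unlabelled arrestin peptide for full effect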
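System: GST-AP2 R879A bound to glutathione beads, E. coli-expressed. Also added: 50 nM FITC-arrestin peptide. Schedule: compound with beads 12 min RT, then probe 1 h RT. Signal: bead flow cytometry, FITC channel. Read-out basis: percent response.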
PKA-R2B act: activators of human PKA-R2B complex; PKA-R2B holoenzyme dissociation, Cy5-IP20 fluorescence polarization; R2B truncated from residue 108, S112A mutant; 0% DMSO only, 100% 113 µM cGMP; activation, % at 11.4 µM; 340,000 tested, 0.079% active;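 active means activation above a cutoff set at the mean over all compounds plus 3 SD, cut at about 18% in these data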;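 further: higher means more holoenzyme dissociation and a rise in polarization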
Target sequence (P31323 whole entry, looked up, other chains not shown, the tested form may be a part): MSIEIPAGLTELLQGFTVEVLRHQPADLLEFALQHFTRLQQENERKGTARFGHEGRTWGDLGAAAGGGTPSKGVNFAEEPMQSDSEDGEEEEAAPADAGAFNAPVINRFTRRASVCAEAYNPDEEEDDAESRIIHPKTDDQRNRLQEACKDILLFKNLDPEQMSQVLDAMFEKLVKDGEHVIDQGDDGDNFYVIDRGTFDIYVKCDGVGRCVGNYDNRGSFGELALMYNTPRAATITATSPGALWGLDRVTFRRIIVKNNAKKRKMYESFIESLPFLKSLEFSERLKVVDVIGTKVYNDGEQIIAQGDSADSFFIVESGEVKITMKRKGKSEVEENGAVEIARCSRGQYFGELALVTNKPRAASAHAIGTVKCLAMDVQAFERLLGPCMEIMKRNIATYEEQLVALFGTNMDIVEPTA
Keap1-Nrf2 PPI: disrupts human Keap1 binding to Nrf2 peptide; Q14145; Keap1 Kelch-Nrf2 peptide fluorescence polarization, 1536-well; inhibition, % at 9.4 µM; 340,000 tested, 0.15% active; in the data active means inhibition above about 12%; inconclusive means no clear call, values can overlap the other calls; inactive means below about 7.3%;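 further: human Keap1 Kelch domain with fluorescein labeled Nrf2 9mer peptide probe; 0% = neutral control wells and 100% = peptide positive control; higher means more block of Keap1 binding to Nrf2 peptide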
Target sequence (Q14145 whole entry, looked up, the tested form may be a part): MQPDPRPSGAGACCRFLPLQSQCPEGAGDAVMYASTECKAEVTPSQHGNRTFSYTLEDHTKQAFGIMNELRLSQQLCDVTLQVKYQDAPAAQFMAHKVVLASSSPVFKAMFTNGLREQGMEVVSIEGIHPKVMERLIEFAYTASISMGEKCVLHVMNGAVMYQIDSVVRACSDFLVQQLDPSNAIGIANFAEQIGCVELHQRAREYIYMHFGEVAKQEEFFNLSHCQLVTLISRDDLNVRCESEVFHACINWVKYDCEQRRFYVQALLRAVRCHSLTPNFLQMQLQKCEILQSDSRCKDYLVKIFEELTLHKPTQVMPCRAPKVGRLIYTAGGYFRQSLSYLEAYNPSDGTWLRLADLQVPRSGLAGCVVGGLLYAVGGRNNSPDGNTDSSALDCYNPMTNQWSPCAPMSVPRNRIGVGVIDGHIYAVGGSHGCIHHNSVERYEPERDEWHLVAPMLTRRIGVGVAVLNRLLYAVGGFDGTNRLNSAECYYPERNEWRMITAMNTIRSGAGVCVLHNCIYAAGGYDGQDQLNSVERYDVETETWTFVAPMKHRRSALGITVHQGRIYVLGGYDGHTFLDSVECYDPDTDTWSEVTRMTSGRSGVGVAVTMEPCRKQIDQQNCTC
SR-BI HDL uptake: inhibitors of mouse SR-BI mediated HDL lipid uptake; Q61009; ldlA[mSR-BI] CHO cells, DiI-HDL uptake fluorescence, 3 h; AID 488896; inhibition, % at 12.5 µM; 320,000 tested, 0.96% active;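 active means mean replicate inhibition of at least 70% and a set share of replicates each scoring 70 or more; inconclusive means meets just one of the two criteria; inactive means fails both criteria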;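 further: 0% = median of neutral control wells and 100% = median of positive control wells; values of inactives mirror those of a sister screen read the other way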
LANA DNA inh: inhibitors of KSHV LANA C-terminal domain DNA binding. inhibition, % at 9 µM. 340,000 tested, 0.078% active. MBP-C-LANA/FAM-LBS DNA binding, fluorescence polarization;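 active means highest replicate inhibition at or above 60% at 9 µM, even if other replicates fall short; inactive means all replicates below 60% inhibition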;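 further: 0% = neutral control wells and 100% = 4 µM acridine orange control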
Cardiac RTF inh: cardiac RTF calcium desensitization | AID 493244 | IANBD-labeled cardiac RTF, Ca2+ fluorescence | P19429+P45379 | 340,000 tested, 0.12% active | inhibition, % at 7.15 µM;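 active means inhibition above the mean inhibition of all tested compounds plus 3 SD, cut at about 17% in these data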;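 further: assay run at fixed EC70 calcium of 1.6 mM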
An asterisk follows results filed as active; ? = inconclusive; nt = no result given.

SMILES	SR-BI DiI-HDL act	PvdQ acylase	NSD2 HMT inh	DAGLB inh	Arr AP2 block	PKA-R2B act	Keap1-Nrf2 PPI	SR-BI HDL uptake	LANA DNA inh	Cardiac RTF inh
O=C(Nc1cccc(C(=O)Nc2ccc(Br)cc2)c1)c1ccccc1	-54.1	-9.1	-1.8	-1.8	-9.0	-1.8	-2.2	54.1	0.9	2.4
O=C(Nc1ccc(Cl)cc1)C1(S(=O)(=O)c2ccccc2)CC1	-2.8	-3.6	-2.0	-6.2	28.1	2.9	-3.0	2.8	-0.1	-0.7
Cc1cc2nccnc2cc1C	19.9	-19.5	-5.9	0.7	1.2	-8.0	0.1	-19.9	-0.4	5.8
Fc1cccc(CCN2C(=S)NC[C@@H]2Cc2ccccc2)c1	-10.8	-9.5	nt	-6.7	0.5	1.1	-1.7	10.8	1.2	-4.1
O=S(=O)(Nc1ccc(Cl)cn1)c1cnc(Cl)c(Br)c1	25.3	-10.7	-1.0	10.6	23.3	4.3	0.9	-25.3	-1.4	0.1
Nc1nc(SCc2ccccn2)c2ncn(C3CCCC3)c2n1	11.0	0.8	0.3	3.1	4.8	-0.7	2.8	-11.0	-0.2	-2.6
Cc1csc(N/N=C/c2ccc(O)c([N+](=O)[O-])c2)n1	30.0	-2.0	30.9	12.1	-3.1	-7.0	0.7	-30.0	11.1	0.4
Cc1ccc(S(=O)(=O)c2c(N)n(/N=C/c3ccco3)c3nc4ccccc4nc23)cc1	4.5	-9.6	0.2	-1.5	2.2	-1.6	-1.7	-4.5	-0.1	-4.0
CC(C)C(NS(=O)(=O)c1cc(C(=O)O)ccc1Cl)C(=O)O (stereo not drawn)	19.7	-8.7	-4.1	-3.0	-15.4	-3.3	0.9	-19.7	-1.3	2.7
CC(NC(=O)c1cccc(S(=O)(=O)N(C)c2ccccc2)c1)c1cccnc1 (stereo not drawn)	-1.3	-3.0	-2.9	-3.3	28.8	-3.5	-4.2	1.3	-1.2	-6.7
COc1ccc(CSc2ncnc3sccc23)cc1F	-1.8	-4.6	nt	-10.7	-4.8	-0.5	-1.6	1.8	-8.3	-11.5
CC1CCC2C(=O)N(c3cccc(C(=O)Nc4ccc(F)cc4)c3)C(=O)C2C1 (stereo not drawn)	-17.0	-1.8	0.9	-2.0	-2.7	-12.0	0.0	17.0	-0.5	-5.6
CCN1CCN(c2ccc(S(=O)(=O)N3CCCCC3)cc2NC(=O)CCNC(C)=O)CC1	47.1	-4.2	2.4	1.2	-4.3	0.1	-0.1	-47.1	-1.3	2.6
Cc1ccc(Cl)cc1NC(=O)CN1CCN(S(=O)(=O)N2CCC(C)CC2)CC1	-10.3	-2.9	-4.8	-2.3	23.4	2.5	1.6	10.3	0.7	-2.8
COc1ccc(NCc2nc3ccccc3n2CCOc2ccc(C)cc2)cc1	-4.6	9.5	3.5	2.4	-1.0	-10.1	2.2	4.6	-0.4	-12.4
CC1CCCN(c2ccc(C(=O)Nc3cccnc3)cc2[N+](=O)[O-])C1 (stereo not drawn)	-44.2	-10.1	6.1	9.1	19.2	0.6	-6.8	44.2	0.2	0.3
CC(=O)c1cccc(NC(=O)c2ccccc2N(Cc2ccccc2)S(C)(=O)=O)c1	20.7	-15.3	0.5	-1.2	-1.2	-0.8	4.2	-20.7	0.1	-8.9
COc1cc(CN2CCN(C3CCC3)CC2CCO)cc(OC)c1 (stereo not drawn)	-13.7	-22.1	1.3	0.4	-2.6	1.9	1.0	13.7	-0.3	-6.9
O=C(Nc1ccccc1F)c1ccc2ncsc2c1	nt	-8.9	1.6	-3.4	0.5	-2.3	-7.7	nt	0.6	-3.3
COc1cccc(-c2nnc(SCC(=O)Nc3ccc(S(N)(=O)=O)cc3)n2C)c1	3.1	-2.4	4.5	0.1	-2.7	-0.4	-5.4	-3.1	0.6	-17.1

Gathered by group, the entries above with fluorine.
SMILES	SR-BI DiI-HDL act	PvdQ acylase	NSD2 HMT inh	DAGLB inh	Arr AP2 block	PKA-R2B act	Keap1-Nrf2 PPI	SR-BI HDL uptake	LANA DNA inh	Cardiac RTF inh
Fc1cccc(CCN2C(=S)NC[C@@H]2Cc2ccccc2)c1	-10.8	-9.5	nt	-6.7	0.5	1.1	-1.7	10.8	1.2	-4.1
COc1ccc(CSc2ncnc3sccc23)cc1F	-1.8	-4.6	nt	-10.7	-4.8	-0.5	-1.6	1.8	-8.3	-11.5
CC1CCC2C(=O)N(c3cccc(C(=O)Nc4ccc(F)cc4)c3)C(=O)C2C1 (stereo not drawn)	-17.0	-1.8	0.9	-2.0	-2.7	-12.0	0.0	17.0	-0.5	-5.6
O=C(Nc1ccccc1F)c1ccc2ncsc2c1	nt	-8.9	1.6	-3.4	0.5	-2.3	-7.7	nt	0.6	-3.3

Following part:
SMILES	SR-BI DiI-HDL act	PvdQ acylase	NSD2 HMT inh	DAGLB inh	Arr AP2 block	PKA-R2B act	Keap1-Nrf2 PPI	SR-BI HDL uptake	LANA DNA inh	Cardiac RTF inh
Cn1c(SCc2ccc([N+](=O)[O-])cc2)nnc1-c1ccncc1	9.2	-12.4	-0.8	1.9	-8.8	0.2	-5.8	-9.2	1.3	-6.0
CC1CCCCN1C(=O)c1cc(-c2ccc(Cl)c(Cl)c2)on1 (stereo not drawn)	-4.5	-4.2	-4.7	-5.4	-5.0	1.8	1.7	4.5	-1.5	-8.3
CCn1cc(C(=O)O)c(=O)c2cc(F)c(N3CCN(C(=S)NC(=O)c4ccccc4Br)CC3)cc21	nt	-15.0	0.9	-0.3	5.4	-4.5	-1.4	nt	0.9	-5.4
CCOC(=O)C1=C(N)N2C(=O)C(C)SC2=C(C(=O)OC)C1c1cccc(OC)c1 (stereo not drawn)	3.9	6.1	nt	-3.2	16.4	-3.3	-6.7	-3.9	0.5	-11.9
O=C(CC12CC3CC(CC(C3)C1)C2)NCCN1CCOCC1	35.0	-14.4	-1.9	-0.8	7.0	-8.8	-3.0	-35.0	-0.9	-0.4
COC(=O)N1N=C(c2ccc(Br)cc2)CC1(O)C(F)(F)F (stereo not drawn)	20.3	7.3	-1.4	0.1	32.8	6.2	-2.6	-20.3	-0.8	2.8
COc1ccc(C(=O)NCC(c2cccnc2)N2CCN(c3ccccc3OC)CC2)cc1OC (stereo not drawn)	-29.3	-14.7	nt	2.8	-6.2	1.6	-3.6	29.3	-0.7	0.8
CC(=O)OCCN(C)c1cc(SC(C)C)c2nonc2c1[N+](=O)[O-]	9.2	11.3	16.0	0.6	46.0	-4.6	-1.4	-9.2	-1.7	-0.7
Cc1cc(N2C(=O)CCC2=O)n(-c2ccccc2)n1	25.4	-9.5	-3.2	2.5	-4.0	-6.5	?	-25.4	0.5	-6.5
CCOc1cc(N2CCOCC2)c(OCC)cc1NC(=O)CN1CCN(Cc2ccc3c(c2)OCO3)CC1	14.2	-9.1	7.1	-0.5	-2.0	-4.6	-3.1	-14.2	0.0	-4.8
Cc1ccc(N2C(=O)C3C=NNC3C2=O)cc1 (stereo not drawn)	16.8	-8.9	-5.3	3.6	-7.6	-8.1	2.4	-16.8	-1.4	-10.7
CC(NC(=O)C1CCCN1S(=O)(=O)c1cccc2nsnc12)c1ccccc1 (stereo not drawn)	18.9	1.9	0.5	-0.6	-9.7	-4.6	0.3	-18.9	-1.9	3.6
COc1ccc(NC(=O)CN(C)C(=O)CCNC(=O)c2ccccc2OC)cc1	15.3	6.9	nt	-2.8	20.3	-0.6	1.0	-15.3	3.2	3.3
Nc1ncnc2nc(SCCC(=O)O)[nH]c12	15.4	1.5	-15.5	1.6	-4.9	1.7	-0.6	-15.4	-0.5	7.5
COc1ccc(-c2csc(Nc3ccc(O)cc3)n2)cc1	-59.9	4.9	nt	3.0	2.5	-5.2	-2.5	59.9	-0.4	-3.4
O=C(Cn1c(C(=O)NCc2ccco2)cc2sccc21)c1ccccc1	5.1	7.1	0.6	-2.7	27.0	1.6	-2.0	-5.1	-1.7	-6.0
CNc1ccc(C(=O)N2CCN(S(=O)(=O)c3ccc4c(c3)OCCCO4)CC2)cc1[N+](=O)[O-]	15.4	-5.7	34.8	10.0	37.3	7.0	0.5	-15.4	0.6	-6.1
Cn1cc(-c2nnnn2-c2cccc(C(F)(F)F)c2)c(C(F)(F)F)n1	-1.6	-7.2	-3.4	1.7	11.5	2.8	-0.6	1.6	0.0	-5.5
N#C/C(=C/c1ccc(N2CCCCC2)o1)C(=O)NCCc1c[nH]c2ccccc12	-13.9	-2.2	-1.0	-45.2	-1.8	-11.2	-20.3	13.9	1.7	-95.3
Cc1cccc(C)c1NC(=O)C1c2cccc[n+]2CC(=O)N1Cc1ccc2c(c1)OCO2 (stereo not drawn)	6.9	-3.4	0.6	-0.2	-6.3	-3.8	-0.6	-6.9	1.2	5.8
COc1cc(/C=N/n2nnnc2N)ccc1O	8.9	-13.3	11.5	0.3	-4.7	-9.9	-6.2	-8.9	-1.0	-6.2
Cc1ccc(Nc2nc(N)c3ccccc3n2)cc1C	4.5	-8.2	2.1	-0.8	-3.5	-2.1	-0.3	-4.5	3.7	-4.1
O=C(O)CCC(=O)Nc1ccc(S(=O)(=O)c2ccc(NC(=O)CCC(=O)O)cc2)cc1	15.7	-1.3	1.1	-1.2	40.1	4.1	3.0	-15.7	0.2	-5.3
COc1ccc(/C=C2/NC(=O)N(Cc3ccccc3F)C2=O)cc1OC	-18.1	-13.4	18.5	-2.3	0.0	-3.9	-1.5	18.1	-0.9	-2.7
O=CC(=O)c1ccccc1	6.5	5.0	nt	0.3	32.0	2.5	-1.5	-6.5	-9.7	0.1
CCn1c(/C=N/n2cnnc2)nc2ccccc21	12.1	5.7	nt	-0.4	23.4	-8.1	-1.7	-12.1	-0.6	3.0
CCOc1ccc(C(=S)N2CCN(C)CC2)cc1	-10.8	-12.5	-1.4	0.7	-17.6	-2.4	3.5	10.8	0.2	-7.1
NC(=O)C1CCN(C(=O)c2ccc(Oc3ccccc3)cc2)CC1	-5.7	-4.9	-5.5	-0.6	0.2	6.0	-2.1	5.7	-0.5	-4.6
COc1ccc(OCC(=O)N2CCN(c3cccc(C(F)(F)F)c3)CC2)cc1	28.3	8.8	-0.1	-7.3	1.5	-12.3	4.1	-28.3	34.0	3.9
Cc1cccc(-n2nc3c(c2NC(=O)c2ccco2)CS(=O)C3)c1C (stereo not drawn)	-9.4	-13.4	nt	-1.1	-7.1	-10.2	-1.0	9.4	0.4	-4.1
O=C(CSc1ccc2ccccc2c1)Nc1nc2ccccc2[nH]1	2.8	-4.9	-0.3	1.5	14.9	2.4	2.9	-2.8	0.7	-1.8
O=C(CC(=O)N/N=C\c1cccc(Cl)c1Cl)NCc1ccccc1	-12.3	-2.6	0.8	0.4	-1.1	-6.9	-3.2	12.3	-0.8	0.6

Random draw from the library; 2.1% or so of the library scored in one or more.
